Rab7 wt GTP bind – modulators of GTP binding to dog Rab7 wildtype GTPase; actives 0.055% (n = 190,000); GTP binding activity (percent of control), % at 10 µM; GST-Rab7 beads, fluorescent GTP binding, flow cytometry; actives lie on both sides; untreated = 100%, excess cold GTP = 0%;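 active = fluorescent GTP binding to Rab7 beads changed by at least 20 points from the 100% baseline, either direction, mostly lower; inconclusive = compound itself probably fluorescent, or too few beads counted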;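 also: median green fluorescence of bound Bodipy-FL-GTP per Rab7 bead population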
ABCG2 block – blocks JC-1 efflux by human ABCG2 transporter | Q9UNQ0 | IgMXP3 cells, flow cytometry | inhibition, % at 6.6 µM | actives 0.1% (n = 190,000) | AID 1325;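 active = inhibition above 80%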;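 also: 0% = DMSO and 100% = nicardipine control wells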
Target sequence (Q9UNQ0 whole entry, looked up): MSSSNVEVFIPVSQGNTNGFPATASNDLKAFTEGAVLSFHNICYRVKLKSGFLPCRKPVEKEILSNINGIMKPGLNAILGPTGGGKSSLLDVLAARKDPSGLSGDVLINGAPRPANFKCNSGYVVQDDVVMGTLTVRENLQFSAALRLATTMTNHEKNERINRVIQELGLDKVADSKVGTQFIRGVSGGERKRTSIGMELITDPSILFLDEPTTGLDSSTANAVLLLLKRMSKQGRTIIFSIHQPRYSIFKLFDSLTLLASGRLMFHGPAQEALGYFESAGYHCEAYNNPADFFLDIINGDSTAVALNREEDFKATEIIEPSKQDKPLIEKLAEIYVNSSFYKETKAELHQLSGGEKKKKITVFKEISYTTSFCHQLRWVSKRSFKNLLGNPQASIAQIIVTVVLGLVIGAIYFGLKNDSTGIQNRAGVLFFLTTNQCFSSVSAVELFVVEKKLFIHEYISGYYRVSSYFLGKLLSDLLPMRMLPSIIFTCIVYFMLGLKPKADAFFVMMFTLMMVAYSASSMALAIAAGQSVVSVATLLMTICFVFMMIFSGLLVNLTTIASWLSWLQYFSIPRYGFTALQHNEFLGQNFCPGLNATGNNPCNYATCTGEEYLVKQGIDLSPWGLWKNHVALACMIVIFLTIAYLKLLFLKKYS
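Assay system – ABCG2 IgMXP3 and barcoded ABCB1 CCRF-Adr cell mix · Input – 3 million cells/mL in well · Reagent – JC-1 fluorescent substrate · Compound – single test compound dose, 6.6 µM final · Timing – 10 min exposure at 25 °C with rotation, no wash · Detection – flow cytometry of retained JC-1 fluorescence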
GSH bead fluor – compound fluoresces at 488/530 nm on GSH beads. GSH beads flow cytometry, compound fluorescence 488/530 nm; stronger effect = higher value. fluorescence (KMESF) at 10 µM. actives 0.25% (n = 190,000). AID 1776; in the data active = fluorescence above about 89;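 also: glutathione beads carrying GST-tagged Bcl family fusion proteins plus one bare bead set; values are compound well signal with DMSO vehicle wells as background; inactives centre near 16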
Rac1 wt GTP bind – human Rac1 wildtype GTP binding, inhibitors and activators. P63000. GST-Rac1 beads, fluorescent GTP binding, flow cytometry; actives lie on both sides; 0 = cold GTP competed, 100 = untreated. GTP binding activity (% of control), % at 10 µM. actives 0.27% (n = 190,000). AID 757;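 active = GTP binding activity at least 20 points away from the 100% control level, either lower or higher; inconclusive = compound flagged as likely green fluorescent, judged across all proteins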
ABCB1 block – blocks JC-1 efflux by human ABCB1 transporter. P08183. CCRF-Adr cells, flow cytometry. inhibition, % at 6.6 µM. actives 0.067% (n = 190,000). AID 1326; in the data active = inhibition above about 40%;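 also: 0% = vehicle and 100% = reference inhibitor; higher value means more JC-1 retained so stronger ABCB1 efflux block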
Avidin bead fluor – compound fluoresces at 488/530 nm on avidin beads; compound fluorescence 488/530 nm, flow cytometry; stronger effect = higher value; fluorescence (KMESF) at 10 µM; actives 0.38% (n = 220,000); AID 1775; in the data active = fluorescence above about 47; also: inactives centre near 10
Rac1 mut GTP – alters GTP binding to activated mutant human Rac1; P63000; GST-Rac1 activated beads, fluorescent GTP binding, flow cytometry; actives lie on both sides; 100% means binding = to untreated wells; percent activity (GTP binding), % at 10 µM; actives 0.11% (n = 190,000); AID 764;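 active = GTP binding at least 20 percentage points away from the 100% baseline, in either direction, so actives lie on both sides; inconclusive = Compound likely fluorescent itself, or too few beads counted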
HRas wt GTP – modulators of GTP binding to human HRas wildtype; AID 759; GST-Ras wt beads, Bodipy-FL-GTP binding, flow cytometry; actives lie on both sides; GTP binding activity, % at 10 µM; actives 0.14% (n = 190,000); P01112;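 active = GTP binding activity at least 20% away from the 100% baseline, either lowered as inhibitor or raised as activator; inconclusive = flagged as likely green fluorescent, judged across all proteins in the well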;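 also: 0% = unlabeled GTP competition control and 100% = no-compound control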
Target sequence (P01112 whole entry, looked up): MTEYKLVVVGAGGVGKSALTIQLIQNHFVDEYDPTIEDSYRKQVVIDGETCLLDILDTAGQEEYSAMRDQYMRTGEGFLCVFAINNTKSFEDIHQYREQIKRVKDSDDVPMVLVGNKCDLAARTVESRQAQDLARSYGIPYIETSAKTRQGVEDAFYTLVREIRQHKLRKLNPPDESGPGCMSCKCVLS
Cdc42 wt GTP – human Cdc42 wildtype GTP binding change, either direction; actives 0.2% (n = 190,000); percent activity (GTP binding), % at 10 µM; P60953; GST-Cdc42 beads, Bodipy-GTP binding, flow cytometry; actives lie on both sides; AID 761;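 active = percent activity GTP binding at least 20 points away from the 100% baseline, either down as inhibitor or up as activator; inconclusive = compound flagged as likely green fluorescent from well-wide comparison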;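 also: median bead fluorescence of bound Bodipy-FL-GTP at 100 nM; 0% = excess unlabeled GTP control and 100% = no compound control; below 100% means less GTP binding so inhibitor and above means activator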
Target sequence (P60953 whole entry, looked up): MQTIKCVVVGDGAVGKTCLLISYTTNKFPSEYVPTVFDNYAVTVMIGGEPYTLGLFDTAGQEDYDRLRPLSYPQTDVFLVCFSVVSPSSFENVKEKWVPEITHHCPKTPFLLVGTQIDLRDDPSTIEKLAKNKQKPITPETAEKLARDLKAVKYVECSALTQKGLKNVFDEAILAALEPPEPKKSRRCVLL
Rab2A wt mod – changes GTP binding to wildtype dog Rab2A, up or down; GST-Rab2 wt beads, Bodipy-GTP binding, flow cytometry; AID 760; GTP binding activity, % at 10 µM; actives 0.19% (n = 190,000);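 active = GTP binding activity at least 20 points away from 100%, either lowered or raised; inconclusive = signal likely due to the compound's own green fluorescence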;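 also: 0% = beads with excess unlabeled GTP and 100% = no-compound control corrected for plate trend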
Pf gametocyte – kills late stage P. falciparum gametocytes. P. falciparum stage V gametocytes, ATP luminescence, 24 h. inhibition, % at 10.9 µM. actives 0.065% (n = 150,000). AID 743093;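 active = inhibition above the mean plus 3 SD of compounds within the control limits, set per campaign, cut at about 38% in these data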;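 also: 0% = DMSO wells and 100% = medium only without gametocytes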
* = called active by the depositor; u = inconclusive; x = not tested or not shown.

SMILES | Rab7 wt GTP bind | ABCG2 block | GSH bead fluor | Rac1 wt GTP bind | ABCB1 block | Avidin bead fluor | Rac1 mut GTP | HRas wt GTP | Cdc42 wt GTP | Rab2A wt mod | Pf gametocyte
N#CC1=C(N)C(C#N)(C#N)C(c2cccnc2)C2CN(C(=O)OCc3ccccc3)CC=C12 (stereo not given) | 97 | 2 | 11 | 103 | -0.6 | 3 | 97 | 100 | 97 | 101 | x
O=C(O)Cc1c(O)ccc2ccccc12 | 101 | 0 | 16 | 102 | 0.1 | 13 | 100 | 103 | 105 | 103 | x
CC1CC(C)(C)NC(=S)N1CCC(=O)N1CCc2ccccc21 (stereo not given) | 103 | 6 | 10 | 100 | 0.2 | 12 | 98 | 99 | 99 | 101 | x
Cc1ccc(CNC(=O)CSc2n[nH]c(N)n2)cc1 | 101 | 0 | 35 | 102 | 0.1 | 4 | 96 | 101 | 100 | 102 | x
CCN(CC)C(=O)CNC(=S)N(CCCN1CCOCC1)Cc1cccs1 | 105 | 4 | 10 | 108 | 0.7 | 8 | 101 | 104 | 104 | 103 | x
CCOC(=O)CNC(=O)CNC(=O)c1nn(-c2ccc(OC)c(Cl)c2)c(=O)c2ccccc12 | 97 | 25 | 68 | 104 | 2.2 | 10 | 95 | 101 | 103 | 102 | -2
COc1ccc(CC(=O)Nc2cccc(-c3ccc4nncn4n3)c2)cc1OC | 104 | 7 | 7 | 94 | 0.1 | 9 | 94 | 96 | 94 | 96 | -15
NC(=O)CN1CCN(c2nc(-c3ccc(F)cc3)cs2)CC1 | 101 | 5 | 30 | 102 | 0.3 | 8 | 98 | 103 | 104 | 102 | x
O=C1c2ccccc2-c2nnc(-c3ccc(F)cc3)cc21 | 103 | 4 | 11 | 98 | 0.2 | 12 | 97 | 98 | 97 | 101 | x
O=S(=O)(c1ccccc1Cl)N1CCC(O)(c2cccnc2)CC1 | 99 | 0 | 21 | 95 | -0.1 | 5 | 95 | 95 | 93 | 96 | x

Look-ups from the list:
Under Cdc42 wt GTP, `O=C(O)Cc1c(O)ccc2ccccc12` has the entry 105
Under Rab2A wt mod, `CC1CC(C)(C)NC(=S)N1CCC(=O)N1CCc2ccccc21` (stereo not given) has the entry 101

(cont.)
SMILES | Rab7 wt GTP bind | ABCG2 block | GSH bead fluor | Rac1 wt GTP bind | ABCB1 block | Avidin bead fluor | Rac1 mut GTP | HRas wt GTP | Cdc42 wt GTP | Rab2A wt mod | Pf gametocyte
COc1ccc(OC(=O)CCc2c[nH]c3ccccc23)cc1 | 97 | 0 | 19 | 93 | 0.0 | 12 | 93 | 95 | 91 | 95 | -3
COc1ccccc1C1C(C#N)=C(N)Oc2cc(C)n(Cc3ccccn3)c(=O)c21 (stereo not given) | 100 | 1 | 10 | 96 | 0.3 | 12 | 95 | 100 | 98 | 100 | 18
COc1ccc(CCN=C(NS(=O)(=O)c2ccc(Cl)cc2)c2ccccc2)cc1 | 95 | 18 | 10 | 98 | 1.8 | 3 | 97 | 98 | 97 | 96 | -2
CCCCCCCCn1c(N2CCN(c3cccc(Cl)c3)CC2)nc2c1c(=O)[nH]c(=O)n2C | 98 | 10 | 15 | 103 | 1.6 | 37 | 100 | 102 | 102 | 102 | 0
Cc1oc2ccc(NS(=O)(=O)c3cccc4cccnc34)cc2c1C(=O)OC(C)C | 101 | 5 | 18 | 107 | 1.7 | 13 | 96 | 99 | 97 | 96 | x
C(=N\n1cnnc1)/c1ccc(OCc2ccccc2)cc1 | 93 | 0 | 6 | 98 | 0.2 | 33 | 96 | 98 | 97 | 98 | -8
OC1(c2ccc(F)cc2)CSC(=Nc2cccnc2)N1Cc1ccco1 (stereo not given) | 95 | 12 | 10 | 96 | 0.4 | 11 | 95 | 98 | 96 | 95 | 2
O=C(CC1C(=O)NCCN1Cc1ccoc1)NCCc1ccc(Cl)cc1 (stereo not given) | 93 | 1 | 10 | 100 | 0.2 | 12 | 97 | 96 | 98 | 95 | 1
CN1CCN(C(=S)c2ccc(Cl)cc2)CC1 | 100 | 1 | 25 | 106 | 0.3 | 4 | 99 | 101 | 104 | 100 | x
CC(C(=O)NCCN1CCOCC1)(c1ccccc1)c1ccccc1 | 93 | 1 | 27 | 104 | 0.9 | 9 | 98 | 98 | 101 | 99 | -2

Brought forward from above: four compounds; new compounds follow.
SMILES | Rab7 wt GTP bind | ABCG2 block | GSH bead fluor | Rac1 wt GTP bind | ABCB1 block | Avidin bead fluor | Rac1 mut GTP | HRas wt GTP | Cdc42 wt GTP | Rab2A wt mod | Pf gametocyte
OC1(c2ccc(F)cc2)CSC(=Nc2cccnc2)N1Cc1ccco1 (stereo not given) | 95 | 12 | 10 | 96 | 0.4 | 11 | 95 | 98 | 96 | 95 | 2
O=C(CC1C(=O)NCCN1Cc1ccoc1)NCCc1ccc(Cl)cc1 (stereo not given) | 93 | 1 | 10 | 100 | 0.2 | 12 | 97 | 96 | 98 | 95 | 1
CN1CCN(C(=S)c2ccc(Cl)cc2)CC1 | 100 | 1 | 25 | 106 | 0.3 | 4 | 99 | 101 | 104 | 100 | x
CC(C(=O)NCCN1CCOCC1)(c1ccccc1)c1ccccc1 | 93 | 1 | 27 | 104 | 0.9 | 9 | 98 | 98 | 101 | 99 | -2
CSc1nsc(SC)c1C(=O)N1CCN(S(=O)(=O)c2ccc(C)cc2)C1C(C)C (stereo not given) | 99 | 1 | 12 | 103 | 0.6 | 22 | 98 | 101 | 98 | 99 | 18
C/C(=N\NC(=O)c1cccc(S(=O)(=O)Nc2ccccc2Cl)c1)c1ccc(-n2ccnc2)cc1 | 104 | 0 | 11 | 109 | -0.1 | 9 | 102 | 103 | 101 | 100 | 12
COc1ccc(/C=C/C(=O)Nc2ccc(OC)nc2)cc1 | 98 | 2 | 23 | 102 | -0.3 | 5 | 98 | 100 | 102 | 102 | 9
COc1ccc2[nH]c3nc(SCC(=O)NNC(=O)c4ccc(OC)c(OC)c4)nnc3c2c1 | u | 2 | 7 | u | 0.7 | 29 | u | u | u | u | -7
COc1ccc(NC(=O)c2nc3nc(C)cc(C(F)F)n3n2)cc1OC | 101 | 0 | 27 | 98 | -0.4 | 6 | 95 | 101 | 99 | 101 | x
CCC(C)NCCOCCOc1ccc(F)cc1 (stereo not given) | 104 | 0 | 16 | 106 | 0.1 | 10 | 100 | 103 | 102 | 103 | x
CN1CCN(C(=O)Nc2ccc3c(c2)N(C)C(=O)c2ccccc2S3)CC1 | 99 | 13 | 14 | 102 | -1.0 | 9 | 98 | 102 | 101 | 99 | x
CCCn1c(C)cc(C(=O)COC(=O)c2nccnc2N)c1C | 110 | 22 | 11 | 103 | -0.5 | 7 | 100 | 101 | 101 | 101 | -3
O=c1c2c(-c3ccco3)csc2nc(SCc2cn3cccnc3n2)n1-c1ccccc1 | 96 | -1 | 14 | 89 | 0.5 | 6 | 91 | 93 | 92 | 92 | -9
CSCCC(NC(=O)C1CCC(C)CC1)C(=O)OCC(=O)c1ccc(Cl)cc1 (stereo not given) | 100 | 1 | 10 | 104 | 0.2 | 4 | 102 | 101 | 100 | 99 | -10
O=C(CSc1nc2ccccc2c(=O)n1Cc1ccc(Cl)cc1)NCc1cccs1 | 101 | 2 | 6 | 98 | 1.6 | 3 | 100 | 101 | 101 | 100 | 8
NCCSC1CC(=O)N(Cc2ccc(F)cc2)C1=O (stereo not given) | 103 | 0 | 23 | 102 | 0.1 | 9 | 98 | 99 | 102 | 104 | -1
O=C(c1noc2c1CCCCC2)N1CCOCC1 | 105 | 1 | 12 | 102 | 0.3 | 11 | 98 | 103 | 100 | 102 | x
COc1ccc(-c2cn(-c3ccc(OC)cc3)c3[n+]2-c2ccccc2CC3)cc1 | 95 | -9 | 17 | 100 | -0.1 | 16 | 100 | 99 | 100 | 99 | -27
CCSC1=NCCN1S(=O)(=O)c1ccccc1 | 91 | 6 | 12 | 96 | 0.2 | 10 | 97 | 94 | 100 | 99 | x
CC(C)OP(=O)(c1ccc(N(C)C)cc1)C(O)c1ccccc1 (stereo not given) | 104 | 1 | 11 | 107 | 0.3 | 17 | 102 | 104 | 106 | 105 | x
O=C(O)c1ccccc1CSc1ncccc1C(=O)O | 94 | 0 | 14 | 97 | 0.9 | 14 | 93 | 94 | 94 | 93 | x
CC1CCN(CCC(=O)Nc2ccc3c(c2)OCCO3)CC1 | 102 | 0 | 15 | 98 | 1.0 | 19 | 95 | 101 | 100 | 101 | x
Cc1ccc(NC(=O)OCc2cncs2)cc1 | 102 | 14 | 13 | 96 | 0.6 | 11 | 95 | 95 | 99 | 98 | -3
O=C(Nc1cccc(-c2nc3ncccc3o2)c1)c1sc2cc(Cl)ccc2c1Cl | 100 | -5 | 28 | 99 | -6.8 | 10 | 99 | 99 | 100 | 102 | x
CCCCCCCCCC[n+]1cccc2c3ccccc3ccc21 | 97 | 0 | 12 | 98 | 0.2 | 11 | 97 | 97 | 96 | 98 | 28
CNc1ccccc1C(C)(C)c1cc(-c2cccc(Br)c2)no1 | 95 | 6 | 11 | 99 | 0.8 | 9 | 95 | 96 | 97 | 96 | 12
O=C(Nc1ccc(N2CCOCC2)cc1)c1ccc2c(c1)OCO2 | 97 | 12 | 13 | 109 | 1.1 | 15 | 98 | 99 | 98 | 97 | x
COc1ccccc1-n1cc(C(=O)c2cc(Cl)ccc2O)cc(C#N)c1=O | 105 | 1 | 64 | 96 | 0.8 | 17 | 91 | 96 | 95 | 96 | 3
CCCC(=O)Nc1cccc(-c2nc3ccccc3c(=O)o2)c1 | 104 | 3 | 10 | 100 | 0.0 | 12 | 97 | 97 | 93 | 98 | x
COc1cccc(N2CCN(C(=S)NCCc3ccccc3)CC2)c1 | 100 | 27 | 33 | 101 | 0.0 | 10 | 98 | 98 | 96 | 99 | x
CC(=O)c1ccccc1C(=O)NCc1cccnc1 | 99 | -2 | 7 | 104 | 0.0 | 10 | 102 | 100 | 99 | 98 | x
Cc1ccc(S(=O)(=O)N2CCN(C(=O)CSc3nnc(C)c(=O)[nH]3)CC2)cc1 | 101 | 2 | 7 | 97 | 0.3 | 20 | 96 | 99 | 99 | 98 | x
O=C(NCCC1=CCCCC1)C1CC(=O)N(C2CCCCCC2)C1 (stereo not given) | 96 | 1 | 5 | 107 | 0.2 | 7 | 99 | 101 | 104 | 99 | 9

Screening data deposited in PubChem BioAssay by several laboratories.
